PPARg SRC2 recr – promotes SRC-2 coactivator recruitment by human PPARgamma. P37231. PPARgamma LBD-SRC-2 recruitment, biochemical. activation, % at 8 µM. 200,000 tested, 0.34% active. AID 1032; in the data active = activation above about 22%;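 note: 0% = vehicle and 100% = reference agonist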
STAT3 blocker – reduces IL-6 driven STAT3 reporter signal. U3A cells, IL-6 STAT3-luciferase reporter, luminescence; host cell line lacks STAT1. inhibition, % at 5.5 µM. 190,000 tested, 0.89% active;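 active = inhibition above the mean inhibition across all screened compounds plus 3 SD, cut at about 44% in these data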;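 note: 0% = DMSO only wells and 100% = 100 µM nifuroxazide control wells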
TLR4-MyD88 BLA – blocks binding of human TLR4 to MyD88; O00206+Q99836; HeLa CL3-4 TLR4/MyD88 BLA complementation, FRET ratio; inhibition, % at 8.4 µM; 200,000 tested, 0.18% active; AID 861; in the data active = inhibition above about 25%;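 note: 0% = vehicle and 100% = reference inhibitor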
ROMK mod – modulators of human ROMK potassium channel. P48048. Tet-inducible ROMK, thallium flux fluorescence; actives lie on both sides. B-score at 10 µM. 130,000 tested, 2% active. AID 1918;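 active = signal ratio slope over the read window, or its plate-corrected B-score, at least 3 SD from the plate mean, either direction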;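 note: B-score of the F/F0 ratio slope over 7 to 12 s after thallium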
Target sequence (P48048 whole entry, looked up): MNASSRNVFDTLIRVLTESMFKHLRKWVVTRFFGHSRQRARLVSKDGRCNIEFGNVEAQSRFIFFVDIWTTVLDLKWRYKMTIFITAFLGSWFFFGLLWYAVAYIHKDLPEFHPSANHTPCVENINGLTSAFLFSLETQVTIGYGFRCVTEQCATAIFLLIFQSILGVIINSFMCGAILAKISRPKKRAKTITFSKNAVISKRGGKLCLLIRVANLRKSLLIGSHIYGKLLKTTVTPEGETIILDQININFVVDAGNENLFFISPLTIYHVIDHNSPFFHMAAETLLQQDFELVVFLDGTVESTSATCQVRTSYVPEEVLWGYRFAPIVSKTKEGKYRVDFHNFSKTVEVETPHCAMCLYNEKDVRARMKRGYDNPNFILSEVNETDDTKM
S1P3 antagonist – S1P3 (human) receptor antagonism; AID 485; inhibition, % at 4.98 µM; CHO S1P3 NFAT-BLA reporter, FRET fluorescence, antagonist mode; Q99500; 170,000 tested, 0.27% active;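 active = inhibition above the plate cutoff, the mean inhibition of test wells on that plate plus 3 SD, cut at about 28% in these data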;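 note: cells challenged with S1P at its EC80 of 0.8 µM; blue over green emission ratio from cleaved BLA substrate after 4 h stimulation; 0% = S1P-stimulated wells and 100% = unstimulated DMSO-only wells; some compounds past the cut are filed as inactive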
Target sequence (Q99500 whole entry, looked up): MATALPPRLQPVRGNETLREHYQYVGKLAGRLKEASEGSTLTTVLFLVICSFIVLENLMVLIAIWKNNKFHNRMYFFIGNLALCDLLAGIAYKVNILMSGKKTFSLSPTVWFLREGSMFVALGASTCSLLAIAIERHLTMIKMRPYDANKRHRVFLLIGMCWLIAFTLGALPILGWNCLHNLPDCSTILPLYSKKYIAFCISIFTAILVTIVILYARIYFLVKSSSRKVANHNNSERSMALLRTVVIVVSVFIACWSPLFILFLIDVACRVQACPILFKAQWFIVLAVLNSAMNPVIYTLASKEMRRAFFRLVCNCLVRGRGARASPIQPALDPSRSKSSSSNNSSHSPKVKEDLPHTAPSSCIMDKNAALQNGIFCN
STAT3 activator – increases IL-6 driven STAT3 reporter signal. U3A cells, IL-6 STAT3-luciferase reporter, luminescence; 100% = signal with IL-6 EC80 alone. activation (% of control), % at 5.6 µM. 190,000 tested, 0.91% active. AID 871;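 active = activation above the screen-wide mean of compound activation plus 3 SD, cut at about 130% in these data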;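 note: 0% = background luminescence of wells with medium and substrate only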
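system = STAT3-luciferase reporter U3A cells | reagent = IL-6 stimulus at 33 ng/mL final | timing = 1 h compound pre-exposure, 6 h IL-6 stimulation, 37 °C | measured by = luminescence | evaluation = % activation versus median of IL-6-stimulated wells | control set = IL-6-only wells as 100% reference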
RAM inhibit – yeast RAM network inhibition; 190,000 tested, 1.8% active; S. cerevisiae dse1pr::URA3 reporter, 5-FOA growth OD615, 2 d; analog-sensitive cbk1-as2 kinase mutant strain; AID 868; inhibition, % at 50 µM;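 active = inhibition above a set limit, 3 SD over mean compound inhibition, cut at about 8.4% in these data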;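 note: 0% = DMSO-only wells with no growth and 100% = 10 µM 1-NA-PP1 full growth; inhibition rescues growth on 5-FOA so higher OD means more RAM inhibition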
SRC2 TRFRET art – counter-screen for PPARgamma SRC-2 recruitment agonists: TR-FRET artefact; AID 1049; hits give high values; 200,000 tested, 0.4% active; TR-FRET ratio at 8 µM; in the data active = TR-FRET ratio above about 2000; note: inactives centre near 1500
PPARg SRC-1 ag – PPARgamma-driven SRC-1 recruitment agonism | PPARgamma-SRC-1 coactivator recruitment biochemical assay | activation, % at 8 µM | 200,000 tested, 0.41% active | P37231; in the data active = activation above about 19%;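 note: 0% = DMSO and 100% = reference agonist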
STAT1 inh – inhibitors of IFN-gamma induced STAT1 signaling; inhibition, % at 5.5 µM; NIH 3T3 STAT1-luciferase reporter, luminescence; 200,000 tested, 0.35% active;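 active = inhibition above a set limit, the mean inhibition across all tested compounds plus 3 SD, cut at about 34% in these data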;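 note: 0% = IFN-gamma with DMSO and 100% = IFN-gamma with 300 µM nifuroxazide; values of inactives mirror those of a sister screen read the other way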
PPARg SRC3 recr – agonists of human PPARgamma SRC-3 coactivator recruitment. biochemical PPARgamma/SRC-3 coactivator recruitment assay. activation, % at 8 µM. P37231. AID 731. 200,000 tested, 0.26% active; in the data active = activation above about 23%;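 note: 0% = DMSO and 100% = reference agonist; some compounds past the cut are filed as inactive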
The depositor's hits bear a star; x = not tested or not shown.

entry | molecule | STAT1 inh | TLR4-MyD88 BLA | PPARg SRC3 recr | PPARg SRC-1 ag | S1P3 antagonist | STAT3 activator
1 | Cc1ccc(SCCNC(=O)CN(c2ccc3c(c2)OCO3)S(C)(=O)=O)cc1 | 4 | -7 | 5 | -2 | 0 | 100
2 | CCOC(=O)c1c(C)[nH]c(C(=O)COC(=O)CNC(=O)c2ccccc2Cl)c1C | -36 | -7 | 0 | 4 | -25 | 111
3 | CCc1cccc(CC)c1NC(=O)COC(=O)c1ccc2c(c1)S(=O)(=O)c1ccccc1C2=O | 1 | -7 | 6 | 2 | -2 | 106
4 | Cc1ccc(C)c(NC(=O)c2sc(Cl)nc2C)c1 | -3 | -12 | 3 | 1 | -14 | 96
5 | CC(=O)CC(C)(C)n1nnc(-c2ccccc2)n1 | -11 | -1 | 3 | -1 | -30 | 102
6 | O=c1c2ccccc2oc2nc(C3CCCCC3)n(Cc3ccco3)c(=O)c12 | 2 | 3 | -1 | 8 | 9 | 94
7 | O=C1CCC(C(=O)NCc2ccc3c(c2)OCO3)N1 (stereo not drawn) | -12 | -3 | 7 | -3 | -1 | 101
8 | CCOC(=O)c1cc(-c2ccc(OC)cc2OC)nn1-c1ccc(C(=O)O)cc1 | -6 | 2 | 0 | 6 | 9 | 98
9 | Cc1ccc(C(=O)CSc2nnc(-c3ccccc3N)n2C)cc1C | -4 | -4 | -9 | 0 | x | 113
10 | COc1ccc(CNC(=O)c2ccc(NC(=O)CC3SC(N4CCCC4)=NC3=O)cc2)cc1 (stereo not drawn) | 6 | 1 | -4 | -3 | x | 99
11 | O=C(Nc1ccc(Cl)cn1)Nc1ccccc1F | -45 | 8 | 15 | -2 | x | 120
12 | Oc1ccccc1-c1cc(-c2ccc3c(c2)OCCO3)n[nH]1 | -14 | -3 | 3 | 3 | x | 57

entry | SRC2 TRFRET art | ROMK mod | RAM inhibit | PPARg SRC2 recr | STAT3 blocker
1 | 1427 | 0.057 | 6.0 | -2 | 3
2 | 1366 | x | 2.3 | 1 | -15
3 | 1474 | x | 6.2 | 4 | -1
4 | 1401 | 0.015 | 0.0 | -12 | 3
5 | 1481 | x | 0.9 | -1 | 3
6 | 1425 | x | 2.8 | 9 | 11
7 | 1486 | -0.085 | 0.2 | 6 | 3
8 | 1738 | 0.088 | 0.7 | 2 | 8
9 | 1577 | x | 0.7 | -3 | -15
10 | 1553 | x | 2.9 | -5 | 2
11 | 1485 | 0.098 | 5.0 | 2 | -19
12 | 1728 | x | -0.8 | 6 | 55*

Next part.
entry | molecule | STAT1 inh | TLR4-MyD88 BLA | PPARg SRC3 recr | PPARg SRC-1 ag | S1P3 antagonist | STAT3 activator
13 | C/C(=N\NC(=O)C1CCCN(S(=O)(=O)c2ccccc2)C1)c1ccncc1 (stereo not drawn) | 8 | -7 | 4 | -2 | x | 92
14 | COC(=O)c1ccc(C)c(NC(=O)Cn2cnc3ccccc3c2=O)c1 | 1 | -13 | -2 | 11 | -12 | 99
15 | CC1=CC2=NCC(O)CN2C=C1 (stereo not drawn) | -5 | 12 | 5 | 4 | x | 101
16 | CS(=O)(=O)Nc1ccc(N2CCCCC2)c(Cl)c1 | 0 | 6 | -15 | -9 | -40 | 102
17 | COc1ccc(C(=O)Nc2ccc(S(=O)(=O)N3CCc4ccccc43)cc2)cc1 | 5 | -3 | -1 | 3 | x | 60
18 | Cn1c(=O)[nH]c(=O)c2c1nc(NCCCn1ccnc1)n2Cc1ccccc1 | -3 | 3 | -1 | 1 | -3 | 107
19 | COc1ccc(NC(=O)CSc2ncnc3c2cnn3Cc2ccccc2)cc1 | 11 | -9 | 5 | 8 | x | 98
20 | C=CCNC(=O)/C(C#N)=C/c1ccc(C(=O)O)cc1 | 5 | 0 | 0 | 5 | -11 | 95
21 | COc1cccc(CN2CCN(CC(=O)Nc3ccccc3Cl)CC2)c1 | 1 | -11 | 2 | 5 | -22 | 106
22 | O=C(COC(=O)c1n[nH]c2ccccc12)NCc1ccccc1 | -4 | -4 | -7 | 0 | x | 101
23 | C#CCNC(=O)C1=C[C@@H](c2csc3ccccc23)C[C@@H](OCc2ccc(CO)cc2)O1 | 3 | 1 | -1 | -1 | 0 | x
24 | CCN(CC)S(=O)(=O)c1cccc2nsnc12 | 3 | -15 | 1 | 6 | 17 | 102

entry | SRC2 TRFRET art | ROMK mod | RAM inhibit | PPARg SRC2 recr | STAT3 blocker
13 | 1693 | x | 0.1 | 1 | 16
14 | 1686 | 0.13 | 1.2 | 1 | 6
15 | 1628 | -0.56 | 0.5 | 6 | -1
16 | 1438 | x | 0.2 | -4 | 1
17 | 1601 | 0.18 | 5.2 | 10 | 51*
18 | 1504 | 0.61 | 0.7 | 11 | -4
19 | 1509 | 0.0025 | 3.6 | -1 | 9
20 | 1624 | 0.52 | 3.7 | 6 | 8
21 | 1612 | -0.0047 | 0.4 | -3 | -4
22 | 1436 | 0.022 | 8.4* | 3 | 6
23 | 1607 | x | 4.5 | 6 | x
24 | 1684 | 0.44 | -0.1 | 2 | 1

Whole records, looked up by structure. Values in the order: STAT1 inh, TLR4-MyD88 BLA, PPARg SRC3 recr, PPARg SRC-1 ag, S1P3 antagonist, STAT3 activator, SRC2 TRFRET art, ROMK mod, RAM inhibit, PPARg SRC2 recr, STAT3 blocker
COc1ccc(NC(=O)CSc2ncnc3c2cnn3Cc2ccccc2)cc1 is entered as 11, -9, 5, 8, x, 98, 1509, 0.0025, 3.6, -1, 9
CS(=O)(=O)Nc1ccc(N2CCCCC2)c(Cl)c1 is entered as 0, 6, -15, -9, -40, 102, 1438, x, 0.2, -4, 1
C/C(=N\NC(=O)C1CCCN(S(=O)(=O)c2ccccc2)C1)c1ccncc1 (stereo not drawn) is entered as 8, -7, 4, -2, x, 92, 1693, x, 0.1, 1, 16
COc1cccc(CN2CCN(CC(=O)Nc3ccccc3Cl)CC2)c1 is entered as 1, -11, 2, 5, -22, 106, 1612, -0.0047, 0.4, -3, -4

Next section.
entry | molecule | STAT1 inh | TLR4-MyD88 BLA | PPARg SRC3 recr | PPARg SRC-1 ag | S1P3 antagonist | STAT3 activator
25 | CCN(CC)CCNC(=O)CS(=O)Cc1nc(-c2ccccc2Cl)oc1C (stereo not drawn) | -1 | 1 | -11 | -2 | -5 | 107
26 | CCC(=O)N(CCCN(C)C)c1nc(-c2cc(OC)ccc2OC)cs1 | -2 | -3 | 0 | 6 | -28 | 91
27 | COc1cc(C(=O)Nc2nc(-c3cccs3)cs2)cc(OC)c1OC | -5 | -9 | -5 | 7 | -23 | 76
28 | O=C(COc1ccc(F)cc1)NC1CC1 | 12 | 12 | 13 | 13 | -12 | 90
29 | Cc1cccc(-n2c(-c3ccncc3)n[nH]c2=S)c1 | -3 | -11 | 0 | 6 | x | 105
30 | Cc1ccc2c(c1)N(CC(=O)N1CCCc3ccccc31)C(=O)C(C)O2 (stereo not drawn) | 1 | 6 | -15 | 0 | -10 | 126
31 | COc1cc2ncnc(NCc3cccc(Cl)c3)c2cc1OC | 1 | 0 | 3 | 11 | 24 | 98
32 | Cc1sc(NC(=O)CCC(=O)O)c(C(N)=O)c1-c1ccccc1 | 8 | 3 | 3 | 2 | 0 | 105
33 | Cc1c(CN2CCCC(C(=O)c3cccc(OC(C)C)c3)C2)c(=O)n(-c2ccccc2)n1C (stereo not drawn) | -10 | -9 | -2 | 2 | -11 | 122
34 | COc1ccccc1CNC(=O)CSc1ccc(-c2ccccn2)nn1 | 0 | 6 | 7 | 8 | -11 | 101
35 | COc1ccc(C(CC(=O)O)NC(=O)Cc2ccccc2)cc1OC (stereo not drawn) | 1 | -2 | -2 | -3 | 11 | 95
36 | CC1CN(C2CCN(S(=O)(=O)c3ccccc3)CC2)CC(C)O1 (stereo not drawn) | 1 | 0 | -5 | 2 | x | 102

entry | SRC2 TRFRET art | ROMK mod | RAM inhibit | PPARg SRC2 recr | STAT3 blocker
25 | 1487 | -0.21 | 5.0 | -7 | -5
26 | 1487 | x | 0.0 | 5 | 15
27 | 1499 | x | 3.0 | -2 | 30
28 | 1623 | 0.73 | 2.8 | -3 | 14
29 | 1630 | x | 0.7 | -5 | -3
30 | 1435 | x | 0.9 | 1 | -29
31 | 1623 | -1.5 | 0.9 | 0 | 8
32 | 1570 | x | 0.1 | -2 | -8
33 | 1506 | x | 0.1 | 5 | -17
34 | 1779 | -0.66 | -0.3 | 7 | 4
35 | 1569 | 0.77 | 0.0 | 0 | 9
36 | 1426 | 0.32 | 3.8 | 1 | -1

(listing goes on)
entry | molecule | STAT1 inh | TLR4-MyD88 BLA | PPARg SRC3 recr | PPARg SRC-1 ag | S1P3 antagonist | STAT3 activator
37 | Cc1ccc2c3c(cccc13)-c1ccccc1C2=O | -26 | 12 | 3 | 3 | 2 | 86
38 | COc1ccc(C2(O)CCN(Cc3nnnn3Cc3ccc(F)cc3)CC2)cc1 | 2 | -2 | 15 | 4 | -4 | 97
39 | CC(C)c1cc(C(=O)NCc2cccnc2)no1 | 0 | 0 | 2 | 0 | 3 | 117
40 | CC1(O)CC(=O)N(c2ccccc2)O1 (stereo not drawn) | 2 | -4 | 9 | -1 | 6 | 101
41 | COCCNC(=O)Cn1c(=O)n(CCC(=O)NCCc2ccccc2)c(=O)c2ccccc21 | -6 | -10 | -2 | -5 | -38 | 100
42 | Cc1ccc(Oc2ncccc2CO)cc1 | -2 | 1 | 0 | -1 | -20 | 107
43 | Cc1ccc(C(=O)Nc2nc3ccccc3n3nnnc23)cc1 | -9 | -2 | -8 | 5 | x | 83
44 | CCCCC(c1nnnn1CCOC)N1CCN(C(=O)c2ccco2)CC1 (stereo not drawn) | 9 | 12 | -4 | -6 | -13 | 96
45 | COc1ccccc1N(C)S(=O)(=O)c1ccc(C(=O)OCC(=O)Nc2cc(C)on2)cc1 | 0 | -3 | -7 | -5 | -16 | 103
46 | Cc1ccc(-c2nn(-c3ccccc3)cc2/C=N/NC(=O)c2ccc(Br)o2)cc1 | -4 | -30 | 8 | 6 | x | 69
47 | CC(C)N1CCC(N2CCN(Cc3ccc(C#CC(C)(C)O)s3)CC2CCO)CC1 (stereo not drawn) | 6 | 5 | -4 | -4 | 0 | 101
48 | Cc1cc(C)cc(NC(=O)C2CCCN2/C=C/C(=O)C(F)(F)F)c1 (stereo not drawn) | 5 | -1 | -4 | 6 | -3 | 105

entry | SRC2 TRFRET art | ROMK mod | RAM inhibit | PPARg SRC2 recr | STAT3 blocker
37 | 1618 | x | 8.0 | 5 | 16
38 | 1355 | x | -0.2 | -3 | 8
39 | 1363 | x | 2.1 | 3 | -14
40 | 1476 | 0.13 | 0.4 | 7 | 6
41 | 1508 | -0.091 | 3.1 | 3 | 3
42 | 1698 | 0.16 | 1.8 | 4 | 0
43 | 1535 | x | 1.1 | 2 | 23
44 | 1447 | x | 1.2 | -4 | 11
45 | 1464 | -0.95 | 5.2 | -5 | -3
46 | 1601 | x | 1.6 | 12 | 46*
47 | 1439 | 0.85 | 0.0 | -8 | 10
48 | 1383 | x | 3.9 | -5 | -12

Screens (PubChem)

Rows were taken by chance. About 5.6% of those tested had a hit in this group.
